Bioassay records: PubChem BioAssay, several laboratories
NOD2 RIPK2 PPI – inhibitors of human NOD2-RIPK2 interaction. O43353. inhibition, % at 4.98 µM. AID 624267. hit rate 0.38% among 360,000. CHO BLA complementation NOD2-RIPK2, CCF4 ratio; in the data active means inhibition above about 21%;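 further: 0% = vehicle only and 100% = reference blocker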
aDG glyco act – alpha-DG glycosylation activation; Pro5-aDG cells, alpha-DG glycosylation AlphaScreen (IIH6); 0% Pro5, 100% B10-LARGE cell signal; hit rate 0.22% among 360,000; AID 624168; activation, % at 10 µM;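 active means activation of at least 8% versus controls, or a plate z-score of at least 8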;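 further: Pro5 are CHO cells carrying HIG-tagged alpha-DG that lacks glycosylation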
TLR9-MyD88 block – blocks human TLR9 binding to MyD88; Q9NR96+Q99836; CHO BLA complementation TLR9-MyD88, CCF4 FRET ratio; inhibition, % at 4.98 µM; hit rate 0.21% among 340,000; AID 504734;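 active means inhibition above the mean over all tested compounds plus 3 SD, cut at about 21% in these data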;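 further: 0% = DMSO only wells and 100% = clavulanate BLA inhibitor control wells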
Vif imaging – blocks HIV Vif function; inhibition, % at 7.49 µM; HEK293T cells, Vif self-association by quenched fluorescence, imaging, 24 h; hit rate 0.35% among 340,000; AID 602346; in the data active means inhibition above about 50%, passing the limit was not always enough; further: some results filed as inactive read as strong as hits
MC4R antagonist – human MC4R antagonism in cAMP assay; P32245; MC4R-expressing cells, MTII-stimulated cAMP, LANCE TR-FRET; inhibition, % at 6.5 µM; hit rate 0.48% among 360,000;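 active means inhibition above its plate's cutoff, the mean of tested wells on that plate plus 3 SD, cut at about 29% in these data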;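 further: 0% = Melanotan II alone and 100% = Melanotan II plus saturating MCL0020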
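Assay system: human MC4R-expressing U2OS cells; reagent: Melanotan II stimulation of cells; dosing: 6.5 µM single dose; timing: compound 30 min, challenge 1 h, detection 1 h; signal: TR-FRET cAMP assay; replicates: one well per compound, no replicates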
Exocytosis inh – blocks lytic granule exocytosis; TALL-104 LAMP-1 surface exposure, flow cytometry; cells stimulated with thapsigargin and PMA; hit rate 0.66% among 360,000; inhibition, % at 10 µM;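 active means inhibition above about 55%, limit read from the data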
MC4R barr agon – activates human MC4R beta-arrestin recruitment; hit rate 0.98% among 360,000; AID 540308; activation, % at 8.9 µM; P32245; U2OS MC4R beta-arrestin complementation, luminescence; percent of melanotan II response, DMSO zero;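 active means activation above a per-plate cutoff, the mean activation of sample wells on that plate plus 3 SD, cut at about 8% in these data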
ABCB6 inh 2 – blocks the human ABCB6 transporter; Q9NP58; hit rate 0.19% among 360,000; K562-ABCB6 porphyrin accumulation, flow cytometry, 1 h; active compounds read low; AID 602162; fluorescence ratio to DMSO, % at 10 µM;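 active means fluorescence ratio to DMSO below 75%, the collection mean minus 3 SD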;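 further: signal is porphyrin accumulated inside mitochondria; 100% equals median channel fluorescence of DMSO control wells; lower ratio means ABCB6 inhibition with less porphyrin fluorescence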
Target sequence (Q9NP58 whole entry, looked up): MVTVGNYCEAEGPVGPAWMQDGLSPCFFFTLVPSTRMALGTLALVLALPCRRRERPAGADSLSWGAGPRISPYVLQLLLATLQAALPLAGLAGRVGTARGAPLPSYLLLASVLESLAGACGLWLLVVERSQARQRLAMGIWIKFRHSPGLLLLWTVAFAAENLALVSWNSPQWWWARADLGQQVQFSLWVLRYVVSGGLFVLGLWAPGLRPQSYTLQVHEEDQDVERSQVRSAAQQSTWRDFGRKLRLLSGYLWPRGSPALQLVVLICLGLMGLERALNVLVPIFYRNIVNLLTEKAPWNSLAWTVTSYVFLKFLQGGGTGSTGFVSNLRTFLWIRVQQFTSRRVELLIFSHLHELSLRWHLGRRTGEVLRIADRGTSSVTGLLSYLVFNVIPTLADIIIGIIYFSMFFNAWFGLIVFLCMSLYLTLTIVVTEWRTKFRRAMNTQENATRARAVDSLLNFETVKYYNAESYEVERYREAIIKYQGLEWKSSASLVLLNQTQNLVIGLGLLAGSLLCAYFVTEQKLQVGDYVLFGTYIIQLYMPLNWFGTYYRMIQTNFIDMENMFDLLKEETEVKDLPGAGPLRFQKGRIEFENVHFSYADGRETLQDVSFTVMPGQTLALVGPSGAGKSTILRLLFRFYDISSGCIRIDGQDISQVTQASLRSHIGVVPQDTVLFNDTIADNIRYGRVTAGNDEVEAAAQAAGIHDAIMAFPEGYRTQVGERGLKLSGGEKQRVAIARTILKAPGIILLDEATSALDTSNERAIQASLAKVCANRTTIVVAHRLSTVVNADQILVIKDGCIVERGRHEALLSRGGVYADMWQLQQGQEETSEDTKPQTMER
ABHD5-PLIN5 inh – ABHD5-PLIN5 protein interaction inhibition; Q00G26+Q8WTS1; Split G. princeps luciferase complementation, luminescence, 4 h; inhibition, % at 4 µM; hit rate 0.78% among 360,000;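 active means inhibition above the mean inhibition across every tested compound plus 3 SD, cut at about 22% in these data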;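 further: 0% = DMSO only wells and the 100% control is not disclosed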
N-glyco inh – N-linked glycosylation inhibition; AID 588692; reporter increase, % at 12.5 µM; hit rate 0.23% among 360,000; D54 ERlucT glycosylation luciferase reporter, 24 h; percent of 100 nM tunicamycin response;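 active means mean luciferase reporter signal, scaled so untreated is 0 and the glycosylation-blocking control 100, at or above a set limit in every replicate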;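 further: luciferase carries N-glycosylation sites so blocking glycosylation raises the light; 0% = median of neutral control wells and 100% = median of 100 nM tunicamycin wells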
The depositor's hits bear a star.

Letters – A = NOD2 RIPK2 PPI; B = aDG glyco act; C = TLR9-MyD88 block; D = Vif imaging; E = MC4R antagonist; F = Exocytosis inh; G = MC4R barr agon; H = ABCB6 inh 2; I = ABHD5-PLIN5 inh; J = N-glyco inh
COc1ccc(C(=O)OCC(=O)NCCN2C(=O)CSC2=O)cc1
  A = -5.9	B = 0.0	C = 0.9	D = 2.2	E = 4.2	F = 4.2	G = 0.3	H = 97.0	I = 2.6	J = 2.4
Cc1nn(CC(=O)Nc2c(C)n(C)n(-c3ccccc3)c2=O)c(C)c1[N+](=O)[O-]
  A = -5.3	B = 0.0	C = 14.9	D = -2.4	E = 14.9	F = -0.9	G = -3.4	H = 100.0	I = 0.0	J = -0.2
CN1CCN(c2ccc(-c3ccnn3C(=O)Nc3cccc(C(F)(F)F)c3)cc2)CC1
  A = 0.3	B = -0.1	C = 5.7	D = 0.1	E = 2.2	F = 0.4	G = -0.4	H = 104.0	I = -0.6	J = -3.6
O=C(Nc1cccnc1)c1ccc(CSc2ccccc2)cc1
  A = 0.0	B = -0.1	C = -1.1	D = -2.1	E = 13.6	F = -0.1	G = 2.7	H = 98.0	I = 2.2	J = -4.1
Cc1nc2cc(C(=O)N3CCN(C)CC3)ccc2n1C
  A = -6.7	B = 0.0	C = -6.5	D = -1.5	E = 3.7	F = -4.9	G = -0.3	H = 99.0	I = 10.1	J = 0.1
O=C(c1ccccc1)C(C(=O)N1CCc2ccccc2C1)n1ccccc1=O (configuration not stated)
  A = -4.8	B = -0.2	C = -3.0	D = 1.2	E = 5.5	F = 0.5	G = -1.0	H = 73.0*	I = -1.0	J = -0.5
O=C(Nc1ccc(-c2nc3ccccc3[nH]2)cc1)c1ccc(N2C(=O)CCC2=O)cc1
  A = -7.9	B = 0.2	C = 0.6	D = 16.2	E = -0.5	F = -5.1	G = 1.3	H = 101.0	I = 9.7	J = 1.7
O=C(Nc1nc2c(s1)CN(Cc1ccccc1)CC2)c1cccc(S(=O)(=O)N2CCc3ccccc32)c1
  A = 8.1	B = 0.3	C = 28.3*	D = -6.8	E = 17.9	F = -3.8	G = -2.5	H = 105.0	I = 8.1	J = 1.6

Full records, looked up by structure.
Shown for COc1ccc(C(=O)OCC(=O)NCCN2C(=O)CSC2=O)cc1 → NOD2 RIPK2 PPI = -5.9; aDG glyco act = 0.0; TLR9-MyD88 block = 0.9; Vif imaging = 2.2; MC4R antagonist = 4.2; Exocytosis inh = 4.2; MC4R barr agon = 0.3; ABCB6 inh 2 = 97.0; ABHD5-PLIN5 inh = 2.6; N-glyco inh = 2.4
Shown for O=C(Nc1nc2c(s1)CN(Cc1ccccc1)CC2)c1cccc(S(=O)(=O)N2CCc3ccccc32)c1 → NOD2 RIPK2 PPI = 8.1; aDG glyco act = 0.3; TLR9-MyD88 block = 28.3*; Vif imaging = -6.8; MC4R antagonist = 17.9; Exocytosis inh = -3.8; MC4R barr agon = -2.5; ABCB6 inh 2 = 105.0; ABHD5-PLIN5 inh = 8.1; N-glyco inh = 1.6

Sorted by the number under MC4R barr agon (low to high): 3 of the compounds above.
Letters – A = NOD2 RIPK2 PPI; B = aDG glyco act; C = TLR9-MyD88 block; D = Vif imaging; E = MC4R antagonist; F = Exocytosis inh; G = MC4R barr agon; H = ABCB6 inh 2; I = ABHD5-PLIN5 inh; J = N-glyco inh
O=C(Nc1nc2c(s1)CN(Cc1ccccc1)CC2)c1cccc(S(=O)(=O)N2CCc3ccccc32)c1
  A = 8.1	B = 0.3	C = 28.3*	D = -6.8	E = 17.9	F = -3.8	G = -2.5	H = 105.0	I = 8.1	J = 1.6
CN1CCN(c2ccc(-c3ccnn3C(=O)Nc3cccc(C(F)(F)F)c3)cc2)CC1
  A = 0.3	B = -0.1	C = 5.7	D = 0.1	E = 2.2	F = 0.4	G = -0.4	H = 104.0	I = -0.6	J = -3.6
Cc1nc2cc(C(=O)N3CCN(C)CC3)ccc2n1C
  A = -6.7	B = 0.0	C = -6.5	D = -1.5	E = 3.7	F = -4.9	G = -0.3	H = 99.0	I = 10.1	J = 0.1

Some of the compounds tested (hit frequency here may not be typical).
